High-throughput results from PubChem.
PhoP inhibition: PhoP-dependent GFP reporter repression – Salmonella Typhimurium, primary screen (AID 1863). inhibition, % at 50 µM, or IC50 in µM where a hit was titrated. 0.16% of 300,000 active. S. Typhimurium PhoP-regulated promoter GFP reporter, 4 h; higher % means a stronger effect;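 active = inhibition over 29.93%, a cutoff 3 SD above the screen mean, later confirmed by dose response; inconclusive = inhibition over 29.93% but no dose response follow-up; inactive = inhibition at most 29.93% or unconfirmed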;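 also: 0% = low Mg2+ inducing control and 100% = high Mg2+ repressing control; strong numbers were not always called active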
GPR55 LPI antagonism: GPR55 antagonists blocking LPI-driven arrestin recruitment, primary screen, imaging, U2OS, beta-arrestin-GFP, LPI agonist (AID 2013) | U2OS GPR55 beta-arrestin-GFP translocation imaging, LPI antagonism; higher % means a stronger effect | 0.13% of 290,000 active | one-dose inhibition, % at 10 µM; IC50 in µM for titrated hits;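 active = spots per cell inhibited over 60%, with over 100 cells counted and total cytoplasm intensity under 500,000; inconclusive = wells with under 100 cells, flagged as likely toxic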;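 also: U2OS cells stably carrying GPR55 and arrestin-GFP stimulated by 5 µM LPI near EC80; imaged beta-arrestin-GFP aggregate spots per cell after agonist stimulation; plate controls were LPI-stimulated DMSO wells for no effect and DMSO wells without LPI for full effect; some results filed as inactive read as strong as hits; confirmed hits need IC50 under 10 µM and bright autofluorescent wells are also inconclusive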
NTR1 agonist: NTR1-driven beta-arrestin-GFP spot formation – imaging, U2OS cells, high content, primary screen (AID 493036); P30989; agonist mode; 0.17% of 330,000 active; activation, % at 20 µM;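 active = activation at or above 40% of the spot to cytoplasm intensity ratio, with at least 20 cells analyzed; inconclusive = wells under 20 cells, flagged as cytotoxic or low count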;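 also: 0% = DMSO without peptide and 100% = 100 nM NTR1 peptide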
Target sequence (P30989 whole entry, looked up): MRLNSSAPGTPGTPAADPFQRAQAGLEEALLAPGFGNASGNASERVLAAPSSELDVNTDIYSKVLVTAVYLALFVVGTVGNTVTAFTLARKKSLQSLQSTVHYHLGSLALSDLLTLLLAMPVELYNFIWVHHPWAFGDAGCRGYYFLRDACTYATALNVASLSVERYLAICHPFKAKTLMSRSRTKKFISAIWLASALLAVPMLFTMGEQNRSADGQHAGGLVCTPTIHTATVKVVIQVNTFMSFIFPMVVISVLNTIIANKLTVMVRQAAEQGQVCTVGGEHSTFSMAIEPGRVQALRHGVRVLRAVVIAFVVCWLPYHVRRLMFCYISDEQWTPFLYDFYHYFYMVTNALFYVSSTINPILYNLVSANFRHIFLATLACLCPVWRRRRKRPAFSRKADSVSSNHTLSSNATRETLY
West Nile virus CPE: inhibition of WNV-induced cytopathic effect – cell-based, CPE readout (AID 1621); West Nile virus-infected cells, CPE inhibition; higher % means a stronger effect; CPE inhibition, % at 10 µM, or IC50 in µM where a hit was titrated; 0.02% of 290,000 active; in the data active = a potency from the dose series; inconclusive = CPE inhibition mostly from about 3.7% at the one dose, without a potency; inactive = the rest, 99 in 100 with CPE inhibition below about 2.2%; also: strong numbers were not always called active
GPR35 antagonists: inhibition of zaprinast-stimulated GPR35 beta-arrestin translocation – imaging, U2OS, beta-arrestin-GFP, zaprinast agonist, primary screen (AID 2058). U2OS GPR35 beta-arrestin-GFP translocation imaging, zaprinast antagonism; higher % means a stronger effect. inhibition, % at 10 µM, or IC50 in µM where a hit was titrated. 0.052% of 290,000 active;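 active = inhibition of at least 50% with at least 30 cells and total cytoplasm GFP at most 10,000,000; inconclusive = under 30 cells or total GFP of 10,000,000 plus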
T cell modulator: T cell immune modulators affecting CD8 T cell-vesicle binding. 2C CD8+ T cell-vesicle binding, flow cytometry; stronger effect = lower value. calls only at 7 µM. 0.068% of 330,000 active. AID 2052;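 active = response, share of CD8 T cells binding vesicles, and their 90th percentile fluorescence all below set limits, cut at about 80% in these data, passing the limit was not always enough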
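Material: 2C TCR transgenic mouse naive CD8+ T cells, MACS-purified. Also added: QL9-charged Drosophila Ld/ICAM-1/B7-1 vesicles. Timing: binding 1.5 h at 37 °C. Measured by: high-throughput flow cytometry with anti-B7-1 and anti-CD8 staining. Read-out: percent CD8+ FL2 mean versus row control. Controls: Unloaded micro-vesicles (low), QL9 vesicles with 0.7% DMSO (high).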
KOR beta-arrestin-1: KOR antagonists, beta-arrestin recruitment, cell-based, luminescence, uHTS (AID 1778); KOR beta-arrestin recruitment, luminescence, antagonist mode; higher % means a stronger effect; 0.091% of 290,000 active; inhibition, % at 10 µM, or IC50 in µM where a hit was titrated; in the data active = inhibition above about 50%; also: strong numbers were not always called active
GPR55 beta-arrestin: GPR55 agonists via beta-arrestin recruitment, primary screen, imaging, U2OS cells, beta-arrestin-GFP redistribution (AID 1961) | U2OS GPR55 beta-arrestin-GFP redistribution imaging; higher % means a stronger effect | one-dose activation, % at 10 µM; EC50 in µM for titrated hits | 0.048% of 290,000 active;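 active = activation above 40% with more than 50 cells counted in the well; inconclusive = wells holding fewer than 50 cells, flagged as toxic or sparse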;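 also: U2OS osteosarcoma cells stably expressing GPR55 and beta-arrestin-GFP; plate controls were DMSO negative control for no effect and LPI positive control for full effect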
KOR beta-arrestin-2: kappa opioid receptor activators – cell-based, luminescence, uHTS, primary screen (AID 1777) | KOR beta-arrestin recruitment, luminescence; higher % means a stronger effect | activation, % at 10 µM; hits with a dose series show EC50 in µM | 0.02% of 280,000 active; in the data active = activation above about 50%, passing the limit was not always enough; also: a part of the inactive calls stands beside numbers as strong as those of hits
T cell modulator vesicle-bound %: second read-out of T cell modulator, no call of its own (marks repeat the call); double positive events, %; measured here: CD8+ vesicle-bound cell fraction;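 binding gate set so that unloaded-vesicle control wells show 10% double positive cells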
NTR1 agonist cell count 20 µM: second read-out of NTR1 agonist, no call of its own (marks repeat the call); cell count; measured here: cell count, cytotoxicity flag
Numbers without * were called inactive; i = inactive; ? = inconclusive; / = not tested or not shown; [ ] = dose if it differs, or a comment.

SMILES | PhoP inhibition | GPR55 LPI antagonism | NTR1 agonist | NTR1 agonist cell count 20 µM | West Nile virus CPE | GPR35 antagonists | T cell modulator | T cell modulator vesicle-bound % | KOR beta-arrestin-1 | GPR55 beta-arrestin | KOR beta-arrestin-2
Cc1nnc(NC(=O)CSc2nnc3ncccn23)s1 | -6.2% | -3.4% | -1.1 | 55 | -0.3% | 2.3% | i | 38.1 | -35.7% | 0.1% | -2.1%
O=C(Nc1ccccc1Cl)NC1(C(=O)N2CCCCC2)CCCCC1 | 0.0% | -1.9% | 0.1 | 53 | 0.5% | 19.6% | i | 19.1 | -29.8% | 0.0% | 7.0%
CCOCC(=O)Nc1ccc([N+](=O)[O-])cc1OC | 6.5% | -10.8% | -0.2 | 58 | 1.6% | -3.7% | i | 62.2 | 3.5% | 0.2% | -0.7%
COc1ccccc1OCc1cc(C(=O)N2CCCC(OCc3cccnc3)C2)no1 (stereo unspecified) | -1.6% | -10.4% | 0.5 | 67 | -0.1% | 8.6% | i | 64.2 | -16.2% | 0.2% | 3.7%
O=C(CN1CCN(CCN2C(=O)c3cccc4cccc(c34)C2=O)CC1)c1ccc(Cl)cc1 | -13.6% | 5.3% | / | / | -1.1% | -9.0% | / | / | 17.1% | -0.2% | 2.7%
CCOC(=O)C1CCCN(C(=O)c2cc(S(=O)(=O)N3CCCCC3)c[nH]2)C1 (stereo unspecified) | / | 7.8% | 0.1 | 59 | 0.8% | 5.5% | i | 22.8 | -10.1%[20 µM] | 0.3% | -0.7%
COCCNC(=O)/C(C#N)=C/c1c(N2CC(C)OC(C)C2)nc2ccccn2c1=O (stereo unspecified) | 7.8% | -12.8% | 0.9 | 75 | 0.2% | -7.8% | i | 41.5 | 4.4% | 0.6% | 11.2%
CC(=O)c1ccc2c(c1)c1ccccc1n2CC(C)C | -4.8% | -4.6% | 7.9 | 44 | 0.1% | 16.9% | i | 40.2 | -23.0% | -0.1% | -0.1%
COc1ccc(NC(=O)CCNC(C)=O)cc1NS(=O)(=O)c1ccc(F)cc1 | -11.7% | 3.6% | -0.7 | 84 | -0.1% | 5.5% | i | 22.9 | -29.9% | -0.1% | 4.2%
O=S(=O)(NCc1ccccc1)c1ccc(Cl)cc1 | 9.6% | 7.2% | -0.1 | 100 | -0.7% | 10.5% | i | 9.4 | 6.0% | 0.0% | -7.7%
COC(=O)c1sc(-c2cccs2)cc1N | -2.5% | 5.9% | 0.1 | 45 | -0.1% | 0.9% | i | 49.2 | 28.1% | 0.0% | 8.2%
O=C(CN1C(=O)CSc2ncccc21)NCCN1CCOCC1 | 5.0% | 15.0% | 0.3 | 60 | -0.3% | 18.9% | i | 38.8 | 8.2% | -0.1% | -6.0%
Cc1ccc(S(=O)(=O)N2CCN(C)CC2)c(C)c1 | 2.0% | -5.0% | 2.8 | 85 | 0.1% | -6.7% | i | 27.7 | -7.0% | 0.3% | -1.7%
CCc1ccc2[nH]c(C(=O)Nc3ccc(C)c(F)c3)cc2c1 | -12.4% | -9.3% | / | / | 0.7% | -6.7% | i | 36.1 | -5.5% | -0.3% | 3.1%
CCOc1ccc2[nH]cc(C(=O)NCc3ccc(F)cc3)c(=O)c2c1 | 1.4% | 15.4% | 5.7 | 52 | -1.7% | -1.3% | i | 30.0 | -65.2%[20 µM] | -0.1% | -9.6%
Cc1ccc(/C=C/C(=O)OCC(=O)NC(C)C)o1 | -4.6% | 0.3% | -0.8 | 53 | 1.0% | -5.7% | i | 40.4 | -6.6% | 0.1% | 1.6%
Cc1nn(C)c(C)c1NC(=O)CSc1nc(-c2ccccc2Cl)nc2c1cnn2-c1ccccc1 | -13.6% | 13.0% | -0.3 | 48 | 3.2% | 3.5% | i | 57.8 | -11.8% | 0.1% | -3.1%
O=C(NC1CCCCC1)C1CC=CCC1C(=O)OCC(Cl)=C(Cl)Cl (stereo unspecified) | 5.0% | 18.0% | 0.4 | 55 | 0.2% | 14.1% | i | 47.2 | 23.2% | -0.1% | 1.6%
COCCNC(=O)C(c1ccc(C)o1)N(CCOC)C(=O)Cn1nnc2ccccc21 (stereo unspecified) | 6.4% | 12.6% | 1.2 | 66 | 0.9% | 2.7% | i | 49.7 | -7.8%[20 µM] | -0.3% | -4.1%
CC(=O)N(c1ccccc1)c1nc(/C=C/C(=O)O)cs1 | -3.0% | 19.5% | -0.8 | 44 | 1.0% | -4.5% | i | 0.7 | -3.2% | -0.4% | -3.0%
O=C(Nc1ccc(O)c(-c2nc3ccccc3o2)c1)C1(c2ccc(Br)cc2)CCCC1 | 6.3% | -9.5% | -0.2 | 33 | -0.2% | 9.5% | i | 41.8 | 9.6% | -0.2% | -3.1%
CCC1CCCCN1c1nc(-c2ccncc2)nc2ccccc12 (stereo unspecified) | 19.5% | 18.9% | 7.0 | 78 | 3.0% | 11.0% | i | 37.5 | -9.5% | -0.1% | 8.7%
O=C(NCc1ccco1)/C(=C/c1ccccc1)NC(=O)c1ccco1 | 6.2% | -4.4% | 1.1 | 57 | 0.4% | 13.9% | i | 9.4 | -12.1% | 0.3% | 0.9%
N#CCn1cnc2sc(-c3ccccc3)cc2c1=O | -8.0% | 0.1% | 4.3 | 28 | -0.5% | -18.4% | i | 39.1 | 8.5% | -0.2% | -3.8%
Nc1nnc(SCC(=O)c2ccc3ccccc3c2)s1 | 6.2% | -5.3% | 4.2 | 65 | / | 5.6% | i | 49.0 | 14.6% | -0.1% | 0.0%
CC(C)Cn1c(N)cc(=O)n(C)c1=O | -6.9% | 3.7% | 2.1 | 48 | 0.1% | -5.9% | i | 37.4 | 2.3% | -0.3% | 0.5%
NNC(=O)Cc1csc(-c2ccccc2)n1 | 10.2% | 4.1% | 0.3 | 47 | -0.1% | 13.2% | i | 51.3 | 6.6% | 0.0% | -1.6%
CSc1nnc2n(Cc3ccccc3)c(=O)c3c4c(sc3n12)COC(C(C)C)C4 (stereo unspecified) | -3.1% | 8.1% | 5.4 | 43 | / | -10.4% | i | 37.5 | -18.2% | 0.0% | 10.4%
O=C1CC(c2cccc(Cl)c2)C(n2cncn2)C(=O)C1C1NCCc2ccccc21 (stereo unspecified) | -2.1% | 4.0% | -4.7 | 68 | 0.1% | -5.4% | i | 26.9 | -28.4% | -0.1% | -1.6%
Cc1ccccc1CNC(=O)c1ccc2ccccc2n1 | 6.8% | -6.3% | 2.9 | 51 | -0.4% | 5.7% | i | 36.9 | -23.2% | -0.4% | 0.3%
COc1cccc(C(=O)NC(=O)Nc2cc(C)on2)c1 | 5.9% | 15.9% | 0.1 | 63 | 2.0% | 7.8% | i | 65.0 | 5.0% | 0.5% | -6.3%
Cc1cc(OCc2nn[nH]n2)c2c(-c3ccccc3)cc(=O)oc2c1 | -12.2% | -5.4% | -1.7 | 92 | 0.1% | 17.6% | i | 24.2 | 8.6% | -0.2% | -1.6%
NS(=O)(=O)c1ccc(CNC(=O)C(Cc2ccccc2)NS(=O)(=O)c2ccccc2F)cc1 (stereo unspecified) | -5.4% | 0.8% | 0.6 | 56 | 0.4% | 1.9% | i | 57.9 | 8.5% | -0.3% | -1.1%
c1ccc(-n2nc3ccccc3n2)cc1 | -5.0% | -1.1% | -1.2 | 79 | 1.1% | -5.0% | i | 17.5 | 12.2% | -0.3% | -2.9%
N#Cc1c2n(c3c(=S)nc[nH]c13)CCCCC2 | 3.3% | 1.9% | -1.0 | 67 | 0.9% | 3.3% | i | 33.4 | 6.6% | -0.1% | -0.2%
COC(=O)c1sc(NC(=S)NC(=O)c2ccccc2)nc1C | -13.3% | -5.6% | -1.5 | 30 | -0.6% | 11.5% | i | 42.6 | 7.9% | -0.3% | -4.2%
Cc1ccc(/C=C2/SC(=S)N(CCC(=O)N3CCN(C)CC3)C2=O)cc1 | -3.1% | -5.7% | 3.2 | 56 | ? | -5.7% | i | 16.2 | -51.8% | 0.2% | -0.7%
Cc1ccc2nc(C)cc(C(=O)OCC(=O)c3ccc(Cl)c([N+](=O)[O-])c3)c2c1 | -0.5% | 14.3% | -0.1 | 37 | / | 12.1% | i | 52.6 | 3.0% | -0.1% | 2.2%
O=C(Nc1cc(C(F)(F)F)ccc1F)C1CCCCC1 | 0.6% | -4.1% | 0.0 | 76 | 0.9% | 3.8% | i | 14.7 | -3.1% | -0.1% | -0.9%
O=C(CCCCl)NC(=S)Nc1cc(C(F)(F)F)ccc1N1CCOCC1 | 3.4% | 11.4% | 1.2 | 90 | -0.3% | 18.2% | i | 32.1 | 17.5% | -0.3% | 10.2%
CCc1ccc(NC(=O)CSc2nncn2-c2cccnc2)cc1 | -2.6% | -4.7% | 0.2 | 38 | -0.7% | 5.3% | i | 32.6 | -26.1% | -0.1% | 55.9%
O=C(CCNC(=O)C1CCN(S(=O)(=O)c2ccccc2)CC1)NCc1ccccc1Cl | -0.3% | 12.1% | 1.5 | 78 | -0.6% | -9.8% | i | 28.1 | 29.2% | 0.5% | -1.4%
COc1ccc(Cc2nc3ccc(C(=O)NCc4cc(C)no4)cc3o2)cc1 | -2.2% | 1.9% | 2.1 | 70 | -0.1% | -9.0% | i | 66.6 | -7.9% | -0.1% | 1.4%
CCc1nnc(NC(=O)CSc2nnc(-c3ccccc3OC)n2-c2ccccc2)s1 | -6.1% | 11.3% | -1.5 | 74 | 0.0% | -10.3% | i | 30.7 | -6.6% | -0.3% | -12.8%
O=C(CN1C(=O)c2ccccc2C1=O)Nc1cc(C(=O)O)cc(C(=O)O)c1 | 16.5% | 24.0% | 1.2 | 74 | 0.4% | 12.1% | i | 21.4 | 31.5% | -0.1% | -3.4%
O=C(Nc1nnc(-c2ccco2)o1)c1ccc2ccccc2c1 | -10.2% | 11.8% | -0.3 | 54 | 0.1% | / | i | 26.1 | 89.7%* | -0.3% | 3.9%
Cc1ccc(S(=O)(=O)Nc2ccccc2/C=N/c2nc3ccccc3n2C(C)C)cc1 | 22.8% | 1.7% | / | / | 0.0% | -5.4% | i | 42.4 | 28.2% | 1.4% | 10.2%
